IMPase Li inh = membrane-permeable IMPase blocker, potentiated with lithium | CHO-M1 cells, IP1 TR-FRET (IP-One), carbachol + lithium | Potency, µM (highest dose often 59.4 µM), for inactives: at the highest dose activity, negative = IMPase inhibition, hits mostly inhibitors | actives 0.35% (n = 210,000) | AID 1457;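 also: IP1 builds up when IMPase is blocked and the TR-FRET signal falls; potency is read from the fitted curve at half-maximal effect; plate controls were basal vehicle for no effect and high inhibitor control for full effect; nearly all actives have a fitted effect of over 50% in size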
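IP1 accumulation measured by competitive TR-FRET in lysed CHO-M1 cells after 30 min compound exposure at 37C, with a small lithium addition to potentiate weak responses. Hill-equation AC50 from ratio and donor-channel data.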
HttQ103 aggreg = reduces HttQ103-GFP aggregates in PC12 cells | PC12 HttQ103-GFP aggregates, Acumen cytometry, 40 h | Potency, µM (top dose mostly 46.1 µM), inactives show at the highest dose activity change, negative = inhibition, usual class: inhibitors | actives 1.1% (n = 220,000); also: potency is read from the fitted curve at half-maximal effect; % is scaled to controls: 0 for no effect and ±100 for the full control effect; nearly all actives have a fitted effect of over 60% in size
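Aggregates are detected as GFP objects 1–25 µm with signal 6 STDEV over background in lysates of induced PC12 cells. These carry Huntingtin exon 1 with 103 glutamines fused to GFP under an ecdysone promoter; compounds titrated.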
Epigenetic reg = epigenetic control regulation, reporter derepression | Potency, µM (titrated, usually from 53.9 µM), inactives show top-dose GFP activation, hits mostly activators | actives 0.2% (n = 280,000) | AID 1865 | murine LDR cells, GFP reporter derepression, 30 h; also: potency is read from the fitted curve at half-maximal effect; % of control where 0% means no effect; nearly all actives have a fitted effect of over 60% in size
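Derepression of a silenced CMV-GFP reporter in murine LDR cells is scored by enumerating GFP-positive cells with a laser-scanning microplate cytometer after 30 hours of treatment at 37 C.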
NPSR antagonist = blocks cAMP signaling of the human neuropeptide S receptor; Q6W5P4; CHO-NPSR cells, cAMP TR-FRET, antagonist mode; Potency, µM (titrated, usually from 38.3 µM), for inactives: top-dose activity change, negative = inhibition, most hits filed as inhibitors; actives 1% (n = 220,000); AID 1461; also: potency is read from the fitted curve at half-maximal effect; % is scaled to controls: 0 for no effect and ±100 for the full control effect; nearly all actives have a fitted effect of over 50% in size; many of its hits are not listed in these tables
Target sequence (Q6W5P4 whole entry, looked up): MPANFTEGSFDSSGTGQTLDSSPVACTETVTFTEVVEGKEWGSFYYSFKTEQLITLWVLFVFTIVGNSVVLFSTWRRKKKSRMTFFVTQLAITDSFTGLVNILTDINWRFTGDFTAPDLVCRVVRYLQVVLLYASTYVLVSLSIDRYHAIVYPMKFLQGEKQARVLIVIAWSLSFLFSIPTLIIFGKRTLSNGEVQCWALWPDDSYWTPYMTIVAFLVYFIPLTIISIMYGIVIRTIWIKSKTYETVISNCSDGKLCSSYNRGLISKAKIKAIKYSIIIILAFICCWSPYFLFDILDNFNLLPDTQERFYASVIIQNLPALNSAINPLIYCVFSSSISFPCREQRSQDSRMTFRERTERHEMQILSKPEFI
Luc counter = Kinase-Glo luciferase inhibition (counter-screen); Q27757; Kinase-Glo luciferase, ATP luminescence, 8 min; Potency, µM (highest dose often 38.3 µM), for inactives: at the top dose activity change, negative = inhibition, most hits filed as inhibitors; actives 0.28% (n = 200,000); also: potency is read from the fitted curve at half-maximal effect; % is scaled to controls: 0 for no effect and ±100 for the full control effect; nearly all actives have a fitted effect of over 60% in size
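Inhibition of Kinase-Glo luciferase light generation was assessed at 10 uM ATP in pH 7.2 imidazole buffer, with luminescence measured after eight minutes at ambient temperature.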
L3MBTL1 inh = blocks human L3MBTL1; AlphaScreen L3MBTL1–H3K9me1 peptide binding; AID 485360; Q9Y468; Potency, µM (top dose mostly 57.1 µM), for inactives: top-dose activity, negative = inhibition, most hits filed as inhibitors; actives 0.66% (n = 230,000); also: potency is read from the fitted curve at half-maximal effect; % is scaled to controls: 0 for no effect and ±100 for the full control effect; nearly all actives have a fitted effect of over 60% in size
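AlphaScreen assay: L3MBTL1 (50 nM final) was preincubated 30 min at room temperature with biotinylated H3(1-15)K9me1 peptide (75 nM final), then 30 min with library compounds; streptavidin donor and nickel chelate acceptor beads (10 ug/mL final) added, 30 min dark.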
CBFb RUNX1 block = CBF-beta/RUNX1 interaction disruption; Q01196+Q13951; AlphaScreen CBFb-His/RUNX1-biotin binding, biochemical; Potency, µM (titrated, usually from 59.8 µM), for inactives: top-dose activity, negative = inhibition, usual class: inhibitors; 230,000 tested, under 10 active; AID 1477; also: % of control where 0% means no effect
Target sequence (Q01196 whole entry, looked up): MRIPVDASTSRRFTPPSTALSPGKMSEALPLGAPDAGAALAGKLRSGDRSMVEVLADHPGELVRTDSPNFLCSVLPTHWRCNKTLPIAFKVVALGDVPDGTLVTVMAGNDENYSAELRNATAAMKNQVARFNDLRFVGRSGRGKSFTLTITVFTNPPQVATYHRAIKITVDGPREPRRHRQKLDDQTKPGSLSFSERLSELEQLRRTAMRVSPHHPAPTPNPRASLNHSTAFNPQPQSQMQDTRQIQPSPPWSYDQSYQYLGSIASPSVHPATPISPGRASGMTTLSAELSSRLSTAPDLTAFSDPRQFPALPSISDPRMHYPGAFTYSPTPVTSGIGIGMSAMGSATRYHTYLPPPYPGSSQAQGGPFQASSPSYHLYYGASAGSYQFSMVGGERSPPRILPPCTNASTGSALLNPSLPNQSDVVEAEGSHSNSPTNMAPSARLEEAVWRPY
Target sequence (Q13951 whole entry, looked up): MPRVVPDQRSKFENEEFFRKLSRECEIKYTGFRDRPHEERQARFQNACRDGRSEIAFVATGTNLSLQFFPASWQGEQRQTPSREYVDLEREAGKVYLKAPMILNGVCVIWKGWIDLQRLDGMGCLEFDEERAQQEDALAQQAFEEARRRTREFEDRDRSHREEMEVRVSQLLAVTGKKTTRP
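Read-out: AlphaScreen. Format: His-CBF-beta with biotinylated RUNX1 (30 nM each) preincubated 20 min, compound 15 min, Ni-chelate plus streptavidin beads 90 min; room temperature throughout.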
An asterisk follows results filed as active; ? = inconclusive; / = not tested or not shown; [ ] = another dose, or the depositor's remark. Calls follow the shape of the dose curve; as a rule, active = well fitted curve in the direction sought with a large enough effect; inconclusive = small, poorly fitted or top-dose-only effect, or another doubt; inactive = no such curve, though single readings can be large; an effect the other way counts as inactive or inconclusive. A portion of the library; count on the stated rates, not on these rows.

SMILES	IMPase Li inh	HttQ103 aggreg	Epigenetic reg	NPSR antagonist	Luc counter	L3MBTL1 inh	CBFb RUNX1 block
Cc1ccc(C(=O)N2CC3(C)CN(C(=O)c4ccc(C)cc4)CC(C)(C2)C3=O)cc1	-8.2%	2.5%	-3.0%	24.5%	1.4%	-12.0%	-15.7%
CCOC(=O)c1ccc(NC(=O)NCc2ccn(CC)n2)cc1	-5.8%	0.5%	1.0%	-5.3%[46.1 µM]	0.3%	9.4%	-0.5%
O=C(CSc1ccc2nnc(-c3ccccn3)n2n1)Nc1nccs1	-2.6%	-17.0%	-1.1%	10.9%	9.1%	/	/
COc1ccc(CN2CCCCC2C)c(C)c1C (stereo unspecified)	31.6%[38.3 µM]	-13.1%	0.1%	0.7%[46.1 µM]	-3.1%	/	3.4%
CC(=O)/C(C#N)=C1\NC(=O)C(Cc2ccc(F)cc2)S1 (stereo unspecified)	/	14.0%[9.22 µM]	0.1%	-32.5%	/	/	2.1%
S=C(c1ccc(Br)cc1)N1CCN(Cc2ccccc2)CC1	4.9%[38.3 µM]	-26.1%	0.1%	-23.8%[46.1 µM]	-1.7%	-15.0%	-0.8%
CCC(Sc1ccc2nnc(-c3ccc(F)cc3)n2n1)C(=O)O (stereo unspecified)	?	-6.9%	-1.3%	-1.8%[46.1 µM]	-4.6%	-0.6%	-3.6%
COc1ccc(CCNC2CC(=O)N(CCc3ccc(OC)c(OC)c3)C2=O)cc1OC (stereo unspecified)	16.7%[38.3 µM]	-12.8%	0.0%	-2.9%[46.1 µM]	-0.5%	/	0.5%
COc1ccc(OC)c(/C=C/c2c([N+](=O)[O-])c(=O)n(C)c(=O)n2C)c1	3.9%	-24.0%	-0.3%	-6.3%	/	/	-4.7%
Cc1c(C(=O)NCCc2ccc3c(c2)OCCO3)oc2ccccc12	17.3%[38.3 µM]	-30.1%	0.7%	-16.7%[46.1 µM]	1.8%	/	2.1%
N#Cc1nc(Cc2cccc3ccccc23)oc1NCc1ccc2c(c1)OCO2	29.3%[38.3 µM]	?	-7.2%	-13.3%[7.67 µM]	-3.2%	-28.9%	?
O=C(C(Cc1ccccc1)n1cccc1)N1CCN(c2cccc(Cl)c2)CC1 (stereo unspecified)	19.1%[38.3 µM]	?	-0.4%	?	4.5%	/	-13.6%
O/C(=C\Sc1nnc(Cc2ccccc2)o1)c1ccc(F)cc1	-10.4%[38.3 µM]	8.7%[9.22 µM]	-4.6%	-12.7%[46.1 µM]	3.2%	/	0.3%
CCN(CC)C(=O)c1sc(NC(=O)c2ccncc2)c(C(=O)OC)c1C	-2.2%	-3.9%	1.0%	12.4%	1.1%	4.5%	7.3%
CSc1nc2ccsc2c(=O)n1-c1cccnc1	-6.6%	-18.4%	-0.3%	22.5%	0.0%	13.0%	-7.6%
CCCS(=O)(=O)N1CCCC(C(=O)c2cccc(Cl)c2)C1 (stereo unspecified)	2.4%	5.6%[9.22 µM]	-3.5%	-11.2%	-0.6%	2.8%	5.7%
COCCn1c(CCc2ccccc2)n[nH]c1=S	12.2%	-8.3%[9.22 µM]	2.4%	-6.1%	-0.7%	-6.5%	5.5%
CC(C(=O)N1CCCCC1)n1sc2ccccc2c1=O (stereo unspecified)	-0.6%	-1.4%	-2.0%	-10.1%[46.1 µM]	3.0%	6.2%	-0.1%
Cc1ccc(-n2c(CSc3nc(C)cc(C)n3)nnc2SCC(=O)NCc2ccco2)cc1	2.4%[38.3 µM]	22.1%	-2.2%	-11.0%[46.1 µM]	-0.3%	-3.4%	-0.7%
COc1ccc(-c2nsc3c(N4CCCCC4)ncnc23)cc1	?	-1.8%	-1.1%	-2.2%[46.1 µM]	-29.9%	-0.5%	3.2%
CC(=O)OCCCNc1cc(SCc2ccco2)c2nonc2c1[N+](=O)[O-]	19.8%	-6.6%	?	-0.6%[46.1 µM]	3.1%	?	-19.8%
CCOCc1nnc(NC(=O)CCc2ccccc2)s1	15.3%[38.3 µM]	-7.3%	-1.1%	-4.7%[46.1 µM]	-1.1%	10.4%	5.3%
CC(=O)c1cc(CN2CCCCC2)cc(OC(C)C)c1	9.2%	6.1%	0.1%	13.5%	0.6%	-9.6%	4.1%
Cc1ccsc1/C=C1\CCc2ccccc2C1=O	-0.5%[38.3 µM]	-2.8%	2.8%	2.4%[46.1 µM]	10µM*	/	-4.2%
NC(=O)CSc1nnc(Cc2csc(Nc3ccc(F)cc3)n2)n1Cc1ccccc1	4.4%	-6.0%	0.0%	-17.4%[46.1 µM]	-3.6%	-15.6%	5.1%
Cc1c(Cl)c(C(F)(F)F)nn1CC(=O)NN	-14.2%	14.6%	-0.1%	5.8%	0.3%	10.1%	4.6%
COc1ccc(N2CCN(C(=O)CN3CCN(C(c4ccccc4)c4ccccc4)CC3)CC2)cc1	22.1%	15.5%	0.0%	-34.7%	-0.4%	-13.1%	-27.0%
COC(=O)C1CCN(c2ccc([N+](=O)[O-])cc2[N+](=O)[O-])CC1	6.0%	-0.8%[9.22 µM]	-2.8%	6.4%	3.0%	-18.3%	-2.5%
CN1C(=O)C2C=CC1C1C(=O)N(c3ccccc3)C(=O)C21 (stereo unspecified)	4.0%[38.3 µM]	7.5%	0.7%	-24.6%[46.1 µM]	0.5%	-94.3%	27.4%
Cn1nnnc1SCCNCc1cccnc1	0.1%[38.3 µM]	-3.0%	-0.5%	-2.6%[46.1 µM]	2.3%	2.6%	1.8%
Nc1cc(C(=O)O)ccc1Sc1ccccc1C(=O)O	-15.3%	9.4%	-1.3%	20.9%	/	/	-17.4%
O=C(NC1CC1)C1=C[C@H](c2csc3ccccc23)C[C@H](OCCCCO)O1	5.6%	15.1%[9.22 µM]	0.2%	16.6%	/	-6.0%	0.8%
Cc1ccc(C(=O)CSc2nnc3c4ccccc4nc(Cc4ccccc4)n23)cc1	4.9%	-14.2%	-1.8%	-15.1%	-0.9%	5.2%	6.1%
C[C@@H](C(=O)Nc1ccc2ccccc2c1)[C@@H]1C[C@@]1(C)[C@@H](NC(=O)Oc1ccc(F)cc1)c1ccccc1	-0.8%	/	6.4%	/	-3.8%	/	6.8%
CCN1CCN(c2cc(C)c3cc(NC(=O)c4ccncc4)ccc3n2)CC1	21.8%[38.3 µM]	20.8%	0.8%	-3.2%[46.1 µM]	-0.3%	-6.3%	0.2%
Cc1nc2c(C(=O)NCc3ccc(F)cc3)c[nH]n2c(=O)c1Cl	/	5.7%	-1.0%	-12.1%[46.1 µM]	/	2.9%	-0.2%
Cc1cccc(NC(=O)c2ccc([N+](=O)[O-])cc2Cl)n1	1.4%	7.4%	-1.1%	20.9%	0.7%	-0.9%	-8.5%
COc1ccc(CC(=O)OCC(=O)NCc2ccccc2Cl)cc1OC	?	6.6%	3.0%	10.6%	-0.5%	23.7%	-28.6%
COC(=O)c1cc(NC(=O)c2c(Cl)cnn2C)cc(C(=O)OC)c1	4.8%	4.9%	0.1%	-6.1%	-1.9%	9.5%	6.2%
O=C(Cn1cccc1C(=O)c1ccccc1)NCc1ccco1	-1.8%[38.3 µM]	6.3%	-1.0%	-11.0%[46.1 µM]	0.9%	-8.7%	3.8%
COc1cc(/C=N/NC(=O)CSc2ccccn2)ccc1OC(C)C	/	16.6%[9.22 µM]	0.5%	-19.1%	/	5.0%	-12.5%
Cc1ccc(C(=O)ON=C2CCN(S(=O)(=O)c3ccccc3)CC2)cc1	13.3%[38.3 µM]	5.4%	-1.6%	-9.9%[46.1 µM]	-19.6%	-5.8%	2.4%
OCCNCCSc1ccc(Cl)cc1	0.2%	-8.2%[9.22 µM]	0.0%	-15.5%	-7.1%	11.4%	14.8%
C/C=C\C(=O)Nc1cccc(C2=NOC3(C2)C[C@H](C(N)=O)N(C(=O)[C@H]2CCC(=O)N2)C3)c1 (stereo partly specified)	/	-16.8%[9.22 µM]	0.0%	29.2%	/	/	?
Cc1cc(C)c(C#N)c(SCc2[nH]nc3c2C(c2ccc(F)cc2)C(C#N)=C(N)O3)n1 (stereo unspecified)	1.9%	12.8%	-1.2%	-20.0%[46.1 µM]	1.5%	-0.8%	3.5%
Cc1ccc(C(=O)Nc2ccc(Oc3ccc(C(=O)O)c(C(=O)O)c3)cc2)cc1C	17.3%[38.3 µM]	-0.5%	0.7%	8.3%[46.1 µM]	-1.0%	/	-1.7%
Cc1cccc(NC(=O)CN(C)S(=O)(=O)c2cccs2)c1	17.7%[38.3 µM]	1.6%	-1.0%	1.5%[46.1 µM]	-7.1%	/	-1.5%
Cc1ccc(S(=O)(=O)NC(=O)Nc2nc(-c3ccc(F)c(F)c3)cs2)cc1	/	-13.0%[9.22 µM]	1.1%	-18.7%	/	-8.1%	7.0%
CCOC(=O)CSc1nc2cc(C(=O)NCC3CCCO3)ccc2c(=O)n1Cc1ccco1 (stereo unspecified)	3.1%[38.3 µM]	?	-1.7%	?	2.9%	-2.5%	-1.9%
COc1c(Cl)cc(Cl)cc1CNCc1ccccc1	11.1%	18.8%	-4.7%	-19.6%	3.2%	26.7%	11.3%
(listing goes on)
SMILES	IMPase Li inh	HttQ103 aggreg	Epigenetic reg	NPSR antagonist	Luc counter	L3MBTL1 inh	CBFb RUNX1 block
CCCCC(CC)CNC(=O)Cn1c(=S)[nH]c2ncccc2c1=O (stereo unspecified)	-0.4%	14.8%	-6.8%	3.3%	-2.5%	5.2%	2.1%
O=C(NCCN1CCN(c2ccccc2)CC1)C1CCCN(S(=O)(=O)c2cnc[nH]2)C1 (stereo unspecified)	10.3%[38.3 µM]	-5.7%	2.7%	-2.3%[46.1 µM]	7.0%	0.1%	0.9%
CN1CCN(c2cnn(-c3ccccc3)c(=O)c2Br)CC1	11.7%	0.9%	-1.5%	16.9%	-2.7%	-1.2%	4.1%
Cc1ccc(CN2CCNC(=O)C2CC(=O)NCC(F)(F)F)o1 (stereo unspecified)	2.8%	1.9%[9.22 µM]	2.3%	20.2%	0.0%	17.6%	-2.7%
CCC(C)(C)NC(=O)C(c1ccc(F)cc1)N(Cc1ccco1)C(=O)CCC(=O)Nc1ccccn1 (stereo unspecified)	6.8%[38.3 µM]	-6.3%	1.0%	-21.1%[46.1 µM]	2.6%	2.8%	1.9%
OCC12COC(c3ccccc3)N1C(c1ccccc1)OC2 (stereo unspecified)	-2.0%[38.3 µM]	14.2%	3.9%	0.4%[46.1 µM]	-1.6%	3.8%	4.9%
O=C(CN(C(=O)CNS(=O)(=O)c1ccccc1)C1CCCC1)NCC1CCCO1 (stereo unspecified)	25.6%[38.3 µM]	-29.5%	1.0%	-7.7%[46.1 µM]	-3.0%	/	-0.9%

Source: PubChem
